NTR1 agonist = agonists of NTR1, primary screen, imaging, U2OS cells, beta-arrestin-GFP, high content (AID 493036). Neurotensin receptor type 1 (Homo sapiens), P30989. NTR1-U2OS beta-arrestin-GFP spot imaging, agonist mode. activation, % at 20 µM. 330,000 tested, 0.17% active;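 active means activation at or above 40% of the spot to cytoplasm intensity ratio, with at least 20 cells analyzed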;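 further: 0% = DMSO without peptide and 100% = 100 nM NTR1 peptide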
Target sequence (P30989 whole entry, looked up): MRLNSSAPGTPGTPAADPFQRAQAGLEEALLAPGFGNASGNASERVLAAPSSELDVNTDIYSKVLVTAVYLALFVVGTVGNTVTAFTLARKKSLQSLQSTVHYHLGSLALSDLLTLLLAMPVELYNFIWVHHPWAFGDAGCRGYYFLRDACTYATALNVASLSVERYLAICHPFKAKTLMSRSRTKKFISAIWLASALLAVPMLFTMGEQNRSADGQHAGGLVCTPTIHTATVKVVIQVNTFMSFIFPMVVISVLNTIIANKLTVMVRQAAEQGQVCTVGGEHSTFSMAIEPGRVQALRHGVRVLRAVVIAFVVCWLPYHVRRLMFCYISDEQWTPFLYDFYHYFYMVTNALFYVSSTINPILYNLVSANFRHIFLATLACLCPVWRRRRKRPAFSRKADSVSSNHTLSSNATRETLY
GPR55 beta-arrestin = GPR55 agonists via beta-arrestin recruitment, primary screen, imaging, U2OS cells, beta-arrestin-GFP redistribution (AID 1961); G-protein coupled receptor 55 (Homo sapiens); U2OS GPR55 beta-arrestin-GFP redistribution imaging; higher % means a stronger effect; activation, % at 10 µM; hits with a dose series show EC50 in µM; 290,000 tested, 0.048% active;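 active means activation above 40% with more than 50 cells counted in the well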;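 further: U2OS osteosarcoma cells stably expressing GPR55 and beta-arrestin-GFP; plate controls were DMSO negative control for no effect and LPI positive control for full effect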
West Nile antiviral = West Nile virus antiviral activity, cell-based, CPE readout (AID 1621); one-dose CPE inhibition, % at 10 µM; IC50 in µM for titrated hits; 290,000 tested, 0.02% active; West Nile virus-infected cells, CPE inhibition; higher % means a stronger effect; in the data active means a potency from the dose series; further: strong numbers were not always called active
GPR55 LPI antagonism = GPR55 antagonists blocking LPI-driven arrestin recruitment, primary screen, imaging, U2OS, beta-arrestin-GFP, LPI agonist (AID 2013); inhibition, % at 10 µM, or IC50 in µM where a hit was titrated; U2OS GPR55 beta-arrestin-GFP translocation imaging, LPI antagonism; higher % means a stronger effect; G-protein coupled receptor 55 (Homo sapiens); 290,000 tested, 0.13% active;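 active means spots per cell inhibited over 60%, with over 100 cells counted and total cytoplasm intensity under 500,000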;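 further: U2OS cells stably carrying GPR55 and arrestin-GFP stimulated by 5 µM LPI near EC80; imaged beta-arrestin-GFP aggregate spots per cell after agonist stimulation; plate controls were LPI-stimulated DMSO wells for no effect and DMSO wells without LPI for full effect; some results filed as inactive read as strong as hits; confirmed hits need IC50 under 10 µM and bright autofluorescent wells are also inconclusive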
GPR35 antagonists = GPR35 antagonists blocking zaprinast-driven arrestin recruitment, primary screen, imaging, U2OS, beta-arrestin-GFP, zaprinast agonist (AID 2058) | 290,000 tested, 0.052% active | one-dose inhibition, % at 10 µM; IC50 in µM for titrated hits | U2OS GPR35 beta-arrestin-GFP translocation imaging, zaprinast antagonism; higher % means a stronger effect | G-protein coupled receptor 35 (Homo sapiens);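 active means inhibition of at least 50% with at least 30 cells and total cytoplasm GFP at most 10,000,000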
KOR beta-arrestin-1 = KOR agonists, beta-arrestin recruitment, primary screen, cell-based, luminescence, uHTS (AID 1777). Kappa-type opioid receptor (Homo sapiens). KOR beta-arrestin recruitment, luminescence; higher % means a stronger effect. one-dose activation, % at 10 µM; EC50 in µM for titrated hits. 280,000 tested, 0.02% active; in the data active means activation above about 50%, passing the limit was not always enough; further: a part of the inactive calls stands beside numbers as strong as those of hits
T cell HTS = modulators of CD8 T cell-vesicle binding, primary screen, mouse 2C CD8+ T cells, flow cytometry; calls only at 7 µM; 330,000 tested, 0.068% active; 2C CD8+ T cell-vesicle binding; hits give low values;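 active means response, share of CD8 T cells binding vesicles, and their 90th percentile fluorescence all below set limits, cut at about 80% in these data, passing the limit was not always enough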
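Material: 2C TCR transgenic mouse naive CD8+ T cells, MACS-purified. Also added: QL9-charged Drosophila Ld/ICAM-1/B7-1 vesicles. Timing: binding 1.5 h at 37 °C. Measured by: high-throughput flow cytometry with anti-B7-1 and anti-CD8 staining. Read-out: percent CD8+ FL2 mean versus row control. Controls: Unloaded micro-vesicles (low), QL9 vesicles with 0.7% DMSO (high).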
PhoP inhibition = inhibitors of PhoP regulon expression, primary screen, Salmonella Typhimurium, GFP reporter (AID 1863). 300,000 tested, 0.16% active. S. Typhimurium PhoP-regulated promoter GFP reporter, 4 h; higher % means a stronger effect. inhibition, % at 50 µM; hits with a dose series show IC50 in µM;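 active means inhibition over 29.93%, a cutoff 3 SD above the screen mean, later confirmed by dose response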;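 further: 0% = low Mg2+ inducing control and 100% = high Mg2+ repressing control; strong numbers were not always called active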
KOR beta-arrestin-2 = KOR antagonists, beta-arrestin recruitment, cell-based, luminescence, uHTS (AID 1778). Kappa-type opioid receptor (Homo sapiens). 290,000 tested, 0.091% active. KOR beta-arrestin recruitment, luminescence, antagonist mode; higher % means a stronger effect. inhibition, % at 10 µM, or IC50 in µM where a hit was titrated; in the data active means inhibition above about 50%; further: strong numbers were not always called active
T cell HTS vesicle-bound % = second read-out of T cell HTS, no call of its own (marks repeat the call); double positive events, %; measured here: CD8+ vesicle-bound cell fraction;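 binding gate set so that unloaded-vesicle control wells show 10% double positive cells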
NTR1 agonist cell count 20 µM = also measured in NTR1 agonist; calls as there; cell count; measured here: cell count, cytotoxicity flag
Starred values were filed as active, the others as inactive; i = inactive; . = no result given; [ ] = dose if it differs, or a comment.

Order of results – NTR1 agonist	NTR1 agonist cell count 20 µM	GPR55 beta-arrestin	West Nile antiviral	GPR55 LPI antagonism	GPR35 antagonists	KOR beta-arrestin-1	T cell HTS	T cell HTS vesicle-bound %	PhoP inhibition	KOR beta-arrestin-2
Cc1ccnc(NC(=O)Cc2ccc([N+](=O)[O-])cc2)c1
 : -0.2	47	-0.1%	0.5%	2%	3%	-5.8%	i	60	6%	-30%[20 µM]
CCCS(=O)(=O)Nc1cccc(-c2cn3c(n2)SCC3)c1
 : 0.3	59	-0.1%	-0.5%	4%	-3%	-2.3%	i	30	0%	-18%
CCN1CCc2[nH]c3ccccc3c2C1
 : -0.1	60	0.0%	-0.3%	16%	-8%	-2.4%	i	14	16%	11%
Cc1cc(NS(=O)(=O)c2ccc(NC(=O)NC(C)(C(F)(F)F)C(F)(F)F)cc2)no1
 : 1.2	62	0.3%	1.8%	1%	-1%	2.9%	i	29	1%	-16%
Cc1ccc2cc(CCNC(=O)c3cccs3)c(=O)[nH]c2c1
 : 0.5	65	1.3%	.	-4%	-9%	-4.5%	i	39	0%	-23%
O=S(=O)(Cc1nnnn1-c1ccccc1)c1ccccc1
 : 1.3	57	0.3%	-0.3%	-11%	-3%	-2.5%	i	18	-2%	-4%
O=C(CC1(O)C(=O)N(CCc2ccccc2)c2ccccc21)c1ccccn1 (stereo unspecified)
 : -0.1	31	-0.2%	0.3%	0%	6%	-5.4%	i	15	3%	-10%
Cc1ccccc1-n1c(N)cc(=O)[nH]c1=S
 : -0.6	36	0.0%	-0.3%	2%	2%	-1.6%	i	36	24%	1%
Cc1cc([N+](=O)[O-])cc2ncccc12
 : 0.5	55	-0.1%	.	7%	-2%	-0.7%	i	57	47%	0%
CCOC(=O)c1cccc(NC(=O)CSc2nnnn2CC)c1
 : 0.6	99	0.0%	-0.2%	13%	16%	-3.6%	i	5	13%	8%
CCn1cc([N+](=O)[O-])c(C(=O)N2CCCCCC2)n1
 : 0.8	67	0.4%	-0.4%	0%	2%	-1.8%	i	21	-4%	2%
COc1ccccc1OCCNC(=O)C(=O)c1c[nH]c2ccccc12
 : -1.6	71	0.6%	0.5%	-2%	-12%	7.4%	i	29	-1%	14%
OC1CCCN(CC(O)COC(c2ccc(F)cc2)c2ccc(F)cc2)C1 (stereo unspecified)
 : -3.4	76	-0.1%	-1.1%	-16%	-17%	8.5%	i	18	2%	-38%
COc1cc(/C(=C/c2ccccc2)c2ccccc2)c2c(c1)oc1ccccc12
 : -2.0	111	0.4%	1.9%	-10%	0%	2.0%	i	15	.	-10%[20 µM]
Cc1cccn2c(CNCCCn3ncc4ccccc43)c(C(=O)N3CCCCC3)nc12
 : -0.8	85	-0.1%	-0.2%	17%	14%	.	i	25	-2%	10%[20 µM]

More records:
Order of results – NTR1 agonist	NTR1 agonist cell count 20 µM	GPR55 beta-arrestin	West Nile antiviral	GPR55 LPI antagonism	GPR35 antagonists	KOR beta-arrestin-1	T cell HTS	T cell HTS vesicle-bound %	PhoP inhibition	KOR beta-arrestin-2
N#C/C(=C\c1ccc[nH]1)C(=O)c1ccccc1
 : -0.2	88	0.0%	-0.3%	14%	2%	1.2%	i	44	14%	10%
CC(C)(C)NC(=O)c1ccncc1
 : -0.6	47	-0.1%	0.1%	4%	-2%	2.1%	i	5	-2%	-40%
O=C(CNC(=O)c1ccccc1)NCC(=O)OCC(=O)c1ccc(F)cc1
 : 1.6	76	0.1%	0.7%	7%	-3%	-0.5%	i	7	10%	-16%
CCN(Cc1ccccc1)C(=O)CCc1nc(CN2CCN(C(=O)c3ccc([N+](=O)[O-])cc3)CC2)no1
 : 1.8	61	0.3%	0.0%	7%	-23%	-3.5%	i	15	0%	20%
CCc1cc(=O)[nH]c(SCCc2ccccc2)n1
 : -0.9	56	-0.1%	0.6%	10%	25%	-5.8%	i	41	3%	1%
COc1ccccc1CN(Cc1cc2cc3c(cc2[nH]c1=O)OCCO3)Cc1nnnn1Cc1ccco1
 : -0.5	58	0.3%	0.0%	14%	-16%	1.5%	i	11	-3%	-9%
Cc1nc2ccccc2c2oc(C(=O)NCCCN3CCCC3=O)cc12
 : 4.3	42	-0.1%	-0.4%	6%	3%	-1.3%	i	54	9%	-11%
COc1cccc(NC(=O)N2CCN(c3cccc(C)c3)C(C)C2)c1 (stereo unspecified)
 : 0.9	37	-0.1%	0.1%	1%	-5%	-2.0%	i	21	-7%	-17%
Cc1ccc(-c2cc(-c3ccccc3C)[nH]n2)c(O)c1
 : 10	61	-0.4%	0.1%	19%	12%	2.7%	i	48	-4%	-19%
CC(Oc1ccc2c(c1)c1ccnc3c4ccccc4c(=O)n2c13)C(=O)NCCN1CCOCC1 (stereo unspecified)
 : -3.6	75	-0.1%	-0.8%	-15%	-2%	-4.2%	i	38	-2%	-73%[20 µM]
CC(C)(C)NC(=O)NC(=O)COc1ccc(Br)cc1Br
 : 8.3	48	0.5%	-0.9%	3%	-13%	-0.5%	i	43	5%	23%
Cc1ccc2c(Cl)c(C(=O)Nc3cc(C)on3)sc2c1
 : -0.9	93	-0.1%	-0.5%	2%	10%	1.4%	i	19	0%	9%
CCOC(=O)c1c(NC(=O)C(=O)N/N=C/c2ccccc2OC)sc2c1CCCCC2
 : 4.9	64	-0.1%	-0.3%	6%	22%	-3.3%	i	52	3%	-5%
COc1cc2c(cc1OC)C(c1cccc([N+](=O)[O-])c1)N(C(=O)c1ccc(F)cc1)CC2 (stereo unspecified)
 : 1.6	53	-0.1%	-0.3%	16%	-6%	0.2%	i	42	12%	23%
COc1ccc(C(=O)NC2CC2)cc1OC1CCN(Cc2ccc(F)c(F)c2)CC1
 : -1.9	73	0.3%	-0.1%	10%	-4%	1.1%	i	26	7%	0%

Compound profiles, from the list above. Order of values: NTR1 agonist, NTR1 agonist cell count 20 µM, GPR55 beta-arrestin, West Nile antiviral, GPR55 LPI antagonism, GPR35 antagonists, KOR beta-arrestin-1, T cell HTS, T cell HTS vesicle-bound %, PhoP inhibition, KOR beta-arrestin-2
CCOC(=O)c1c(NC(=O)C(=O)N/N=C/c2ccccc2OC)sc2c1CCCCC2 is entered as 4.9, 64, -0.1%, -0.3%, 6%, 22%, -3.3%, i, 52, 3%, -5%
CC(C)(C)NC(=O)c1ccncc1 is entered as -0.6, 47, -0.1%, 0.1%, 4%, -2%, 2.1%, i, 5, -2%, -40%
COc1cccc(NC(=O)N2CCN(c3cccc(C)c3)C(C)C2)c1 (stereo unspecified) is entered as 0.9, 37, -0.1%, 0.1%, 1%, -5%, -2.0%, i, 21, -7%, -17%

Next records
Order of results – NTR1 agonist	NTR1 agonist cell count 20 µM	GPR55 beta-arrestin	West Nile antiviral	GPR55 LPI antagonism	GPR35 antagonists	KOR beta-arrestin-1	T cell HTS	T cell HTS vesicle-bound %	PhoP inhibition	KOR beta-arrestin-2
O=c1c2ccccc2cnn1CCOc1ccccc1
 : -1.2	60	0.0%	0.2%	11%	2%	2.8%	i	51	10%	.
COc1ccccc1CNCC(O)(c1ccc(Cl)cc1)c1ccc(Cl)cc1
 : 23	95	0.2%	-0.1%	-17%	9%	5.1%	i	34	3%	-38%
COCCCn1c(-c2ccccc2Cl)n[nH]c1=S
 : 0.1	49	-0.1%	0.2%	12%	-3%	-3.9%	i	16	7%	-8%
CC(C)N=C(NC#N)SCC(=O)NC(C)(C)C
 : 3.6	54	-0.3%	0.2%	-2%	-17%	3.1%	i	44	2%	-14%
CC(C)CN1CCN(Cc2ccc(Oc3ncccn3)cc2)CC1CCO (stereo unspecified)
 : 0.0	65	0.0%	0.2%	-8%	-5%	1.3%	i	43	8%	27%
O=C(NCCNC1CCC(c2ccccc2)CC1)c1ccc(F)cc1 (stereo unspecified)
 : -0.1	33	0.0%	-0.7%	-1%	-6%	1.4%	i	30	8%	-23%[20 µM]
Cc1ccc(-c2c(NC(=O)C(C)C)n(C)c3ccccc3c2=O)cc1
 : 2.3	94	-0.2%	-0.3%	1%	0%	4.5%	i	47	8%	13%
CCOc1nc(NCCC2=CCCCC2)nc(N2CCOCC2)n1
 : 0.8	49	-0.2%	-0.4%	8%	0%	0.4%	i	19	-8%	4%
CCC1CCCCN1C(=O)CSc1nnc(CNC(=O)c2cc(OC)c(OC)c(OC)c2)o1 (stereo unspecified)
 : 1.7	48	0.0%	-0.4%	-4%	9%	1.1%	i	.	-8%	-34%
COc1cccc(C2=NOC(C(=O)NCC3CCCO3)C2)c1 (stereo unspecified)
 : 3.2	59	-0.1%	-0.2%	18%	-1%	-1.8%	i	30	0%	19%
O=C(NCc1ccccc1)c1ccc(N2CCC3(CC2)CC(c2ccccc2)=NO3)c([N+](=O)[O-])c1
 : 1.1	95	-0.2%	-0.5%	1%	-14%	-1.5%	i	49	-6%	-30%[20 µM]
CCCCOc1ccc(/C=C/C(=O)Nc2ccc(C(N)=O)cc2)cc1
 : -0.9	33	0.5%	0.0%	14%	-5%	9.0%	i	21	-4%	-20%
Cc1ccc(CC(=O)Nc2ccc(OC(F)F)c(Cl)c2)cc1C
 : 2.7	103	0.0%	-1.5%	0%	8%	2.1%	i	60	-8%	-26%
COc1ccc(-c2csc(NC3OC(=O)c4ccccc43)n2)cc1 (stereo unspecified)
 : 0.6	47	-0.1%	16%	8%	0%	1.9%	i	20	-3%	-14%
CN(C)c1ccc(/C=N/NC(=O)CNC(=O)c2ccc3c(c2)OCCO3)cc1
 : 0.0	88	0.2%	0.1%	13%	-13%	-2.7%	i	58	1%	9%
COc1cc(/C=N/NC(=O)C(=O)NCc2cccnc2)cc(OC)c1OC
 : -1.2	63	-0.4%	0.0%	3%	0%	1.8%	i	29	1%	-30%

High-throughput results deposited in PubChem by several laboratories.
